M. tuberculosis GlmU: inhibition of mycobacterial GlmU enzyme – biochemical, glucosamine-1-phosphate acetyltransferase (AID 1376) | one-dose inhibition, %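 (tested at 30 µM in the primary screen)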; IC50 in µM for titrated hits | M. tuberculosis GlmU acetyltransferase enzyme assay; higher % means a stronger effect | 0.25% of 220,000 active; in the data active = inhibition above about 13%;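 note: 0% = complete reaction with vehicle and 100% = reaction without substrate; strong numbers were not always called active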
Mtb RmlCD inh: M. tuberculosis RmlC/RmlD coupled enzyme inhibitors, primary screen, biochemical, compound mixtures, 384-well, from 1536-well plates; 0.03% of 160,000 active; RmlC+RmlD coupled enzyme assay, percent inhibition; primary screen in compound mixtures; AID 1533, 2009; inhibition, % at 3.6 µM; in the data active = inhibition mostly above about 34%, no sharp cut-off; note: some results filed as inactive read as strong as hits
Target sequence (P9WH09 whole entry, looked up): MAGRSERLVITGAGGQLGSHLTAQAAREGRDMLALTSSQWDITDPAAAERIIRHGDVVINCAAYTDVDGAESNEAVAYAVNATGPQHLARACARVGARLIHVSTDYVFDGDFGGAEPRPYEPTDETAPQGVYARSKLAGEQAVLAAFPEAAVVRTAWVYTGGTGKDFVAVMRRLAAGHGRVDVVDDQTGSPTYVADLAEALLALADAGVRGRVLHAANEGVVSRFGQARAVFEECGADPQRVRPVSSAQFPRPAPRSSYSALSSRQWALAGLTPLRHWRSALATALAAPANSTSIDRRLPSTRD
Target sequence (P9WH11 whole entry, looked up): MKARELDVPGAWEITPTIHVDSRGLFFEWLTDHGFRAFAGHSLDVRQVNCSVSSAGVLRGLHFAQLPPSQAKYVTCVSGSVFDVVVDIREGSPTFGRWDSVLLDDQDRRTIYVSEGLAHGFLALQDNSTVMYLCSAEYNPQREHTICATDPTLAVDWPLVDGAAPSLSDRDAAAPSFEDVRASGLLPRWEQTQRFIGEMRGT
* marks the source's active call; other numbers are inactive results; · = no result given. An excerpt; rates above refer to the full screens.

SMILES	M. tuberculosis GlmU	Mtb RmlCD inh
CC(C(=O)Nc1ccc(C#N)cc1)N(C)CC(=O)Nc1ccccc1Br (stereo not drawn)	8.6%	10
NCCCNc1ccc([N+](=O)[O-])cc1C(F)(F)F	-3.0%	-10
CCOC(=O)c1cc(=O)c2ccc(OCC(=O)Nc3ccccc3)cc2o1	-1.0%	·
COc1ccc(Br)cc1/C=c1\sc2nc(-c3ccco3)nn2c1=O	18%	·
Nc1nc(SCc2ccc(Cl)cc2Cl)ns1	-1.0%	·
CC(N=Cc1c(O)n(C2CC2)c(=S)[nH]c1=O)c1ccccc1 (stereo not drawn)	5.3%	-7
C1=C(c2ccc(-c3ccccc3)cc2)Nc2ncnn2C1c1ccco1 (stereo not drawn)	-5.7%	72
COc1ccc(CCNC(=O)Cn2nnc3ccccc3c2=O)cc1	-0.2%	-8
CCOC(=O)N1CCC(NC(=O)CCc2c(C)nc3nc(C)nn3c2C)CC1	·	14
CCOCC(=O)Nc1ccc(Br)c(C)c1	-4.0%	8
COCCNC(=O)Cc1ccc(F)cc1	5.5%	-8
CCCNC(=O)C(Cc1ccccc1)NS(=O)(=O)c1ccc2c(c1)c(=O)n(C)c(=O)n2C (stereo not drawn)	5.1%	13
CCCCC1=CC2=CC(=O)C(C)(OC(=O)CC)C(=O)C2=CN1c1ccccc1 (stereo not drawn)	2.0%	48
Cc1ccccc1NC(=O)c1cc(-c2ccccc2)n(CCCN2CCOCC2)c1C	0.7%	22
CCOC(=O)C1=C(C)N(CCCC(=O)O)C(=O)NC1c1ccc2ccccc2c1 (stereo not drawn)	-1.6%	·
CCCOc1ccc(NC(=O)C2CC(=O)N3CCCN=C3S2)cc1 (stereo not drawn)	-4.1%	4
Cc1ccccc1S(=O)(=O)Cc1ccc(C(=O)NCc2cccnc2)o1	2.2%	-15
CC(C)N(Cc1nc(-c2ccc(Cl)cc2)no1)C(=O)CN(C)S(=O)(=O)c1ccc(Cl)cc1	0.8%	·
Cc1ccnc(N2CCN(C(=O)CSc3nc4ccccc4nc3N3CCC(C)CC3)CC2)c1	-1.1%	7
CC(C)N1C(=O)c2ccc(C(=O)O)cc2C1=O	-2.2%	9
O=[N+]([O-])c1cc(CN2CCOCC2)c2cccnc2c1O	1.2%	-7
Cc1ccc(C2=NN3C(C(=O)c4ccccc4)Oc4ccccc4C3C2)cc1 (stereo not drawn)	5.4%	·
CC(C)Cc1nc(SCC(=O)Nc2ccc(S(N)(=O)=O)cc2)n[nH]1	2.3%	-3
CCCC(=O)NC1C2CC3CC(C2)CC1C3 (stereo not drawn)	-4.0%	-7
O=C(Nc1ccccc1)C1=C(N2CCOCC2)/C(=C/c2cccnc2)CC1	-2.2%	·
(listing goes on)
SMILES	M. tuberculosis GlmU	Mtb RmlCD inh
O=c1[nH]c(N/N=C/c2ccccc2)nc2ccccc12	4.0%	0
Cc1cc(C)n(C(=O)CNc2ccccc2Cl)n1	-1.1%	-15
COc1ccccc1OCC(=O)Nc1sc2c(c1C(=O)NCC1CCCO1)CCC2 (stereo not drawn)	-0.8%	15
COc1ccccc1NS(=O)(=O)c1cccc(NC(=O)C2CC(=O)N(Cc3ccccc3)C2)c1 (stereo not drawn)	1.4%	2
Cc1cccc(NC(=S)NC(NC(=O)c2ccco2)C(Cl)(Cl)Cl)c1 (stereo not drawn)	2.6%	·
CCN1CCN(c2ccc(NC(=O)c3ccc(C#N)cc3F)cc2Cl)CC1	6.9%	2
Cc1nccc2[nH]c(=O)c(C(=O)NC3CCCCC3C)cc12 (stereo not drawn)	1.6%	6
O=C(c1cc([N+](=O)[O-])ccc1N1CCCCC1)N1CCCCC1	0.4%	·
O=C1CC(c2cccc(Cl)c2)Cc2nc(N3CCN(c4ccccc4)CC3)ncc21 (stereo not drawn)	4.2%	-9
Cc1ccc(CN2C(=O)[C@H]3Cc4c([nH]c5ccccc45)C(C)(C)N3C2=O)cc1	-1.9%	·
O=C(c1cc(Cl)c(=O)n(Cc2ccc(Cl)cc2)c1)N1CCOCC1	-2.7%	14
CC(c1ccccc1)C1C(C#N)=C(N)OC2=C1C(=O)CCC2 (stereo not drawn)	1.4%	11
O=C(NCCc1ccccc1)C(=O)c1c(-c2ccccc2)cc2ccccn12	1.9%	6
COCCN(CCOC)C(=O)CC(=O)N(CCOC)CCOC	3.5%	-10
CCSc1nc2ccccc2c(=O)n1OCC(=O)OC	-1.3%	-6
Cc1ccc(C)n1NC(=O)c1ccc([N+](=O)[O-])cc1	-3.9%	·
Cc1nnc(SCCCOc2ccccc2)nc1C	1.9%	·
Cc1ccc(/C=N/NC(=O)Cc2cccn2C)cc1	3.2%	13
O=C(COC(=O)c1ccccc1NCc1ccco1)Nc1ccc2c(c1)OCO2	2.4%	3
Cc1cccc(S(=O)(=O)c2c(N)n(/N=C/c3cccnc3)c3nc4ccccc4nc23)c1	-4.0%	·
O=c1[nH]c2ccccc2[n+]([O-])c1-c1ccccc1	9.6%	0
CCOC(=O)CC1COCCN1Cc1cn(C)nc1-c1ccccc1F (stereo not drawn)	-1.8%	5
COC(=O)/C(=C\C(=O)c1ccccc1)Nc1ccc(OC)cc1	-1.3%	-17
Cn1nc(CC(=O)Nc2cccnc2N2CCOCC2)c2ccccc2c1=O	-2.7%	·
Cc1nc2ccccc2n1C1CCN(C(=O)Nc2ccccc2)CC1	-0.3%	5

Three entries from above, as labelled records:
CCSc1nc2ccccc2c(=O)n1OCC(=O)OC
  M. tuberculosis GlmU: -1.3%; Mtb RmlCD inh: -6

Cc1ccc(C)n1NC(=O)c1ccc([N+](=O)[O-])cc1
  M. tuberculosis GlmU: -3.9%; Mtb RmlCD inh: ·

Cc1ccc(/C=N/NC(=O)Cc2cccn2C)cc1
  M. tuberculosis GlmU: 3.2%; Mtb RmlCD inh: 13

Profiles, quoted from the list:
`O=c1[nH]c(N/N=C/c2ccccc2)nc2ccccc12` as listed: M. tuberculosis GlmU = 4.0%; Mtb RmlCD inh = 0
`O=C(c1cc(Cl)c(=O)n(Cc2ccc(Cl)cc2)c1)N1CCOCC1` as listed: M. tuberculosis GlmU = -2.7%; Mtb RmlCD inh = 14

The list goes on.
SMILES	M. tuberculosis GlmU	Mtb RmlCD inh
Nc1nc(-c2cc(Cl)cc(Cl)c2OC(F)F)cs1	-9.1%	2
CC(=O)Nc1ccc(CN2CCN(Cc3ccc(F)c(F)c3)C(CCO)C2)cc1 (stereo not drawn)	0.3%	·
COc1cc2c(cc1OC)CN(C(=O)NS(=O)(=O)c1ccc(C)cc1)CC2	2.6%	11
CCCCn1c(-c2csc(C(C)C)c2)n[nH]c1=S	-1.4%	0
COc1ncnc2sc3c(c12)CCCC3	3.8%	·
NC(=O)c1ccccc1OCC(=O)NS(=O)(=O)c1ccc(Cl)cc1	-4.2%	9
O=C(c1ccncc1)N1N=C2CCCCCC2C1(O)C(F)(F)F (stereo not drawn)	4.9%	2
CN(C)c1cccc(C(=O)NCc2ccccc2Cl)c1	-4.9%	4
CC1CCCCC1NC(=O)C1CCN(S(=O)(=O)c2cccc3nsnc23)CC1 (stereo not drawn)	8.1%	16
O=C(Oc1cccc2c(O)cccc12)c1ccccc1	-2.8%	-8
COc1ccc(Cl)cc1NC(=O)CN(C)CC(=O)Nc1ccccc1-c1ccccc1	5.9%	7
CC(C)CNC(=O)CCc1c[nH]c2ccccc12	-4.2%	12
CC(O)C1CCC2C3CC[C@H]4CC(O)CCC4(C)C3CC3(OCCO3)C12C (stereo partly drawn)	-2.2%	8
N#CC(C(=O)c1ccco1)c1ccccn1 (stereo not drawn)	-4.4%	·
Cc1ccc(NC(=O)C(=O)NNC(=O)c2ccccc2C)cc1Cl	·	-11
CCCC(=O)Nc1ccc(NC(=O)c2ccco2)c(OC)c1	-5.1%	·
COC(=O)/C(=C/Nc1ccccc1)[N+](=O)[O-]	7.2%	·
CCCCCCOC(=O)C[N+](C)(C)CCOC1CC2CCC1(C)C2(C)C (stereo not drawn)	-6.6%	9
CCOC(=O)c1cc(-c2cc3ccccc3o2)nc2c1c(=O)[nH]c(=O)n2CCOC	-1.1%	8
O=[N+]([O-])c1cc(S(=O)(=O)N2CCCC2)ccc1NCCc1ccccc1	2.4%	3
CCOC(=O)NC1(NCc2ccccc2)Oc2ccccc2O1	8.7%	-5
O=C(O)C1CCCCC1C(=O)Nc1ccc(Cl)cc1Cl (stereo not drawn)	-3.3%	14
O=C(Nc1nc(-c2ccc(Cl)s2)cs1)c1ccncc1	-1.6%	11
CCC(=O)c1coc2ccc(O)cc12	-3.9%	·
Cc1cccc(OCc2nnc(SCC(=O)Nc3ncc(C)s3)o2)c1	-2.9%	2
(listing goes on)
SMILES	M. tuberculosis GlmU	Mtb RmlCD inh
Cc1ccc(C(=O)C2=C(O)C(=O)N(Cc3ccccc3)C2c2cccnc2)o1 (stereo not drawn)	2.4%	4
COc1ccc(C2CC(c3ccccc3)=NN2C(=O)COC(=O)COc2ccccc2)cc1 (stereo not drawn)	0.4%	·
O=C(c1ccccc1)C1CN(c2ccccc2)CC1c1ccc(Cl)cc1 (stereo not drawn)	·	-7
O=C1Nc2ccccc2S/C1=C/NCc1ccccc1Cl	1.5%	6
Cc1ccc2nc(SCc3nnc(-c4ccccc4)o3)[nH]c2c1	-4.0%	-4
CCC(C)N1C(=O)/C(=C/c2ccc3c(c2)CCN3CCCCl)C(=O)NC1=S (stereo not drawn)	-1.9%	7
O=C(c1cnn2c(C(F)(F)F)cc(-c3ccc4c(c3)OCO4)nc12)N1CCCCC1	-1.2%	-5
O=C(NCc1ccco1)c1ccc(CS(=O)(=O)Cc2ccc(F)cc2)o1	-0.4%	9
O=[N+]([O-])c1ccc(NCCCO)c(S(=O)(=O)N2CCOCC2)c1	-1.7%	-22
S=C(NCCC(c1ccccc1)c1ccccc1)Nc1ccc(Cl)cc1	-3.4%	6
O=C1NC2(CCCCC2)C(=O)N1CCS(=O)(=O)Oc1ccccc1	1.8%	-2
O=C(NCC1CCCO1)c1cc2n(n1)C(C(F)(F)F)CC(c1ccc(F)cc1)N2 (stereo not drawn)	-1.5%	92
O=C1CC(N2CCN(c3ccccc3)CC2)C(=O)N1c1ccc2c(c1)OCO2 (stereo not drawn)	-2.7%	-14
Oc1ccc(Cl)cc1/C=N/c1nc2ccccc2[nH]1	-1.0%	7
O=C(COC(=O)Cc1ccc(Br)cc1)Nc1c(F)c(F)c(F)c(F)c1F	-7.7%	4
O=C1CC(N2CCC(O)CC2)C(=O)N1c1ccc(Br)cc1 (stereo not drawn)	2.8%	11
Cn1c(SCc2ccccc2)nnc1-c1c[nH]c2ccccc12	0.3%	10
Cc1cccc(C(=O)Oc2ccc(/C=N/NC(=O)Cc3ccc([N+](=O)[O-])cc3)cc2)c1	-2.8%	-2
CCc1ccc(C2C(C(=O)O)c3ccccc3C(=O)N2C)cc1 (stereo not drawn)	-6.6%	·
COCCCNS(=O)(=O)c1ccc(C)cc1	9.0%	-10
COc1ccc(OCc2nnc(SCC(=O)N(C)Cc3ccccc3)n2N)cc1	-3.9%	5
CC1(C)c2ccccc2N2CC(=O)N(CC(N)=O)C21C (stereo not drawn)	4.6%	0
CC(NC(=S)Nc1ccc(S(N)(=O)=O)cc1)c1ccc2c(c1)OCO2 (stereo not drawn)	0.3%	-11
Cc1cc(C)n(C(=O)c2nn(C)c(C)c2[N+](=O)[O-])n1	2.2%	·
CCN(c1ccccc1)S(=O)(=O)c1cc(C(=O)Nc2cccc(Cl)c2)ccc1F	1.0%	3

7 entries from above, set out differently.
Order of results – M. tuberculosis GlmU	Mtb RmlCD inh
O=C(c1cnn2c(C(F)(F)F)cc(-c3ccc4c(c3)OCO4)nc12)N1CCCCC1
→ -1.2%	-5
O=C(NCc1ccco1)c1ccc(CS(=O)(=O)Cc2ccc(F)cc2)o1
→ -0.4%	9
O=[N+]([O-])c1ccc(NCCCO)c(S(=O)(=O)N2CCOCC2)c1
→ -1.7%	-22
S=C(NCCC(c1ccccc1)c1ccccc1)Nc1ccc(Cl)cc1
→ -3.4%	6
O=C1NC2(CCCCC2)C(=O)N1CCS(=O)(=O)Oc1ccccc1
→ 1.8%	-2
O=C(NCC1CCCO1)c1cc2n(n1)C(C(F)(F)F)CC(c1ccc(F)cc1)N2 (stereo not drawn)
→ -1.5%	92
O=C1CC(N2CCN(c3ccccc3)CC2)C(=O)N1c1ccc2c(c1)OCO2 (stereo not drawn)
→ -2.7%	-14

(further entries)
SMILES	M. tuberculosis GlmU	Mtb RmlCD inh
Cc1cnc(NC(=O)CSc2nnc(C)n2N)s1	0.0%	-7
N=c1n(Cc2ccccc2)c2ccccc2n1CC(O)c1ccccc1 (stereo not drawn)	3.8%	55
Cn1c(NC(=O)C2CC2)cc(=O)n(C)c1=O	-9.0%	4
O=C(O)CC1(CC(=O)Nc2ccc(Cl)cc2C(=O)c2ccccc2)CCCC1	-1.8%	7
CSC1=NCCN1CCOc1ccccc1	2.3%	5
O=Nc1c(O)n(Cc2cccc(C(F)(F)F)c2)c2ccccc12	3.8%	4
Cc1ccc(NC(=O)/C(=C/C=C/c2ccccc2)NC(=O)c2ccccc2)cc1	-1.1%	10
O=C1NC(=O)c2cc(Br)cc3cccc1c23	-5.7%	5
O=C(NCCc1ccccc1)c1ncn[nH]1	-2.1%	10
CCCC(=O)N1CCN(c2ccc(NC(=O)c3sc4ccccc4c3Cl)cc2)CC1	-0.3%	4
Cc1ccc(C(=O)Nc2ccc3c(c2)CCC3)cc1	3.0%	-1
CCCCC(CC)CNC(=O)C(=O)C1C(=O)Nc2ccccc21 (stereo not drawn)	0.3%	·
CCc1ccc(-c2cc(-c3n[nH]c(=S)n3CC)c3ccccc3n2)cc1	5.7%	57
COc1ccc(C2(O)CCN(CC(=O)Nc3nccs3)CC2)c(OC)c1	-2.0%	34
